RECQ1 helicase = inhibitors of human RECQ1 DNA helicase; P46063; RECQ1 DNA unwinding, red fluorescence kinetic read; Potency, µM (top dose mostly 57.3 µM), inactives show at the top dose activity, negative = inhibition, actives largely listed as inhibitors; 240,000 compounds, 0.54% hits; AID 2549;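 note: plate controls were vehicle for no effect and no enzyme for full effect; nearly all actives have a fitted effect of over 30% in size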
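RECQ1T1 50 nM; forked duplex (20 bp + 30-nt ss tails) 200 nM, ATP 2 mM final; pH 8.0, 2 mM MgCl2, 2.5 ug/ml poly(dI-dC); 15 min compound preincubation; discontinuous kinetic read over 2 h at RT.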
Tau ThT inhib = inhibitors of human tau fibril formation, thioflavin T binding; P10636; recombinant tau K18 P301L, heparin-induced fibrillization, ThT fluorescence; Potency, µM (highest dose often 57.4 µM), inactives show at the top dose activity, negative = inhibition, hits mostly inhibitors; 270,000 compounds, 2.1% hits; note: nearly all actives have a fitted effect of over 55% in size
Target sequence (P10636 561-689 P618L limits assumed): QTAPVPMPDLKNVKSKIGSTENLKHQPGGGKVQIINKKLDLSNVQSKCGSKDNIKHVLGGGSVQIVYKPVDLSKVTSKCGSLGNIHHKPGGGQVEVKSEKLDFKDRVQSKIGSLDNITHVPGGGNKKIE
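Heparin-induced (20 uM) aggregation of recombinant human K18 P301L tau, 15 uM unlabeled with 0.24 uM labeled, pH 7 acetate buffer, 6 hr at 37 C with compound. Fibrils quantified by 30 uM ThT fluorescence after 1 hr ambient incubation.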
TRb-SRC2 inh = inhibitors of human thyroid hormone receptor beta-SRC2 interaction; 280,000 compounds, 0.065% hits; TRbeta-SRC2 peptide binding, fluorescence polarization; receptor liganded with 1 µM T3; Potency, µM (top dose mostly 106 µM), for the others: top-dose activity change, negative = inhibition, hits mostly inhibitors;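 note: plate controls were bound peptide for no effect and peptide without receptor for full effect; nearly all actives have a fitted effect of over 50% in size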
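Compounds were added to 0.6 uM TRb ligand-binding domain and 20 nM Texas Red-labeled SRC2 peptide in Tris buffer containing 1 uM T3, incubated 5 hr at ambient temperature, then read by fluorescence polarization.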
RGS12 GoLoco inh = inhibitors of human Gai1-RGS12 GoLoco interaction (red fluorophore) | P63096 | Gai1:RGS12 GoLoco peptide FP, rhodamine, 10 min | Potency, µM (doses to about 61.6 µM), for inactives: at the top dose activity, negative = inhibition, usual class: inhibitors | 230,000 compounds, 0.44% hits | AID 880; active = well fitted inhibition curve with a large enough effect, not every such curve was filed as active; inactive = no such curve, though single readings can be large or run the other way; note: nearly all actives have a fitted effect of over 30% in size; many of its hits are not listed in these tables
Target sequence (P63096 whole entry, looked up): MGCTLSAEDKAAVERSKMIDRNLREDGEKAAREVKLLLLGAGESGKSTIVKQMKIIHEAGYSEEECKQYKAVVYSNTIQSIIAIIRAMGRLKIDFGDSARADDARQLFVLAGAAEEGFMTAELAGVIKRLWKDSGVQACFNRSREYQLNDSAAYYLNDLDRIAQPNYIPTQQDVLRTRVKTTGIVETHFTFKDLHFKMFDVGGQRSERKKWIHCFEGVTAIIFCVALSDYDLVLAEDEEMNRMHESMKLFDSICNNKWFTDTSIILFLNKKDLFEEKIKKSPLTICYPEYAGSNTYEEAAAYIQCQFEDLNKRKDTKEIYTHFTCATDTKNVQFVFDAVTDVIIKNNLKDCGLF
KDM4E inh = JMJD2E (human) inhibition. B2RXH2. JMJD2E catalytic domain, FDH-coupled NADH fluorescence (FDH is formaldehyde dehydrogenase). Potency, µM (series often up to 57.1 µM), for inactives: at the top dose activity change, negative = inhibition, actives largely listed as inhibitors. 230,000 compounds, 1.6% hits; active = well fitted inhibition curve with a large enough effect, not every such curve was filed as active; inconclusive = small, poorly fitted or top-dose-only effect, or another doubt; inactive = no such curve, though single readings can be large or run the other way;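 note: 0% = wells with enzyme and -100% = buffer wells without enzyme; nearly all actives have a fitted effect of over 50% in size; many of its hits are not listed in these tables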
Target sequence (B2RXH2 1-337 limits assumed): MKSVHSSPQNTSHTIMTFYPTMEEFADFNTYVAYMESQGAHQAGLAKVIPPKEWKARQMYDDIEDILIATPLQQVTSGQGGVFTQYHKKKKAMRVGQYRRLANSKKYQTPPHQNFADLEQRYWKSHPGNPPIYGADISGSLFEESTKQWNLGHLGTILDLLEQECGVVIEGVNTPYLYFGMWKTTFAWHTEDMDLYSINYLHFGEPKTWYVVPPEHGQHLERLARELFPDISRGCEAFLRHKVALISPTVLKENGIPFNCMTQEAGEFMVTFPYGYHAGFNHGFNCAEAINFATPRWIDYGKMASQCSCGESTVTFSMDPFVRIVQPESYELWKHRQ
Tau fibril FP = inhibitors of human tau fibril formation; 280,000 compounds, 0.39% hits; P10636; Potency, µM (doses to about 57.7 µM), inactives show top-dose activity, negative = inhibition, most hits filed as inhibitors; K18 P301L tau heparin fibrillization, Alexa594 FP, 6 h; note: nearly all actives have a fitted effect of over 55% in size
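Heparin (20 uM) drove fibril formation of recombinant tau K18 P301L, 15 uM unlabeled with 0.24 uM Alexa 594 label, for 6 hr at 37 C in 100 mM sodium acetate pH 7. Fluorescence polarization (555/632 nm) read 1 hr after 30 uM ThT.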
L3MBTL1 block = inhibitors of human L3MBTL1; Potency, µM (top dose mostly 57.1 µM), for the others: top-dose activity, negative = inhibition, usual class: inhibitors; AlphaScreen L3MBTL1–H3K9me1 peptide binding; 230,000 compounds, 0.66% hits; note: nearly all actives have a fitted effect of over 60% in size
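First, the protein-peptide complex forms for 30 min at room temperature (L3MBTL1 50 nM, biotinylated H3K9me1 peptide 75 nM). Next, compounds are pin-transferred and incubated 30 min. Finally, AlphaScreen beads are added and read after 30 min.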
TexasRed fluor = alters Texas Red total fluorescence, flagging assay interference. TRb/SRC2 Texas Red total fluorescence interference. Potency, µM (titrated, usually from 106 µM), without a hit: top-dose fluorescence change, negative = quenching. AID 1479. 280,000 compounds, 0.29% hits; active = well fitted curve in either direction with a large enough effect; inconclusive = small, poorly fitted or top-dose-only effect
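Human TRb ligand-binding domain at 0.6 uM with 20 nM Texas Red SRC2 peptide in Tris buffer containing 1 uM T3 and 5% DMSO, incubated with compound 5 h at ambient temperature. Total fluorescence (555/632 nm) calculated as parallel + 2 × perpendicular.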
* marks the source's active call; other numbers are inactive results; i = inactive; ? = inconclusive; . = not tested or not shown; & = joins results of further samples; [ ] = remark or other dose. Unless noted, calls come from the whole dose curve; as a rule, active = well fitted curve in the direction sought with a large enough effect; inconclusive = small, poorly fitted or top-dose-only effect, or another doubt; inactive = no such curve, though single readings can be large; an effect the other way counts as inactive or inconclusive. Unless noted, % is set by controls: 0 for no effect and ±100 for the full control effect; potency is the fitted concentration of half-maximal effect. An excerpt (hit frequency here may not be typical).

SMILES	RECQ1 helicase	Tau ThT inhib	TRb-SRC2 inh	RGS12 GoLoco inh	KDM4E inh	Tau fibril FP	L3MBTL1 block	TexasRed fluor
COc1ccc(S(=O)(=O)NC2(C(F)(F)F)NC(=O)N(CCc3ccccc3)C2=O)cc1 (stereo unspecified)	.	-3%	-1%	.	.	-8%	.	?
O=C(CN1C(=O)C2CC=CCC2C1=O)Nc1ccc(S(=O)(=O)Nc2nccs2)cc1 (stereo unspecified)	2%	.	-3%	16%	0%	1%	.	-1%
CCC(Sc1nc2ccccc2c2nc(CCn3c(C)nc4ccccc43)nn12)C(=O)Nc1ccc(F)cc1 (stereo unspecified)	.	-18%	1%	.	.	-6%	.	-6%
Cc1cccc(N2CCN(C(=O)c3cc(=O)[nH]c4ccccc34)CC2)c1C	-1%	-1%	3%	5%	-1%	4%	-12%	-1%
CN(C)c1ccc(-c2nn3c(-c4ccccc4Cl)nnc3s2)cc1	4%	?	-12%	3%	?	6%	3%	-4%
CC(C)C(=O)N1CCN(c2ccc([N+](=O)[O-])c(NC(C)c3ccccc3)c2)CC1 (stereo unspecified)	?	16µM*	9%	0%	-1%	2%	-16%	0%
Cc1ccc(NC(=O)N2CCN(Cc3ccc4c(c3)OCO4)CC2)cc1	-9%	6%	-6%	-22%	-1%	-4%	.	-6%
CCc1ccc(S(=O)(=O)Nc2cc(-c3cn4ccccc4n3)ccc2C)cc1	.	6%	2%	.	.	?	.	-1%
CCCCCCCCCCC[C@@H](C[C@@H]1OC(=O)[C@H]1CCCCCC)OC(=O)[C@H](CC(C)C)NC=O	-17%&0%	?	0%&4%	7%	4%	5%	.	-22%&0%
CC(C)(C)c1cc(-c2ccccc2)no1	-17%	3%	4%	5%	6%	-1%	17%	-2%
Cc1nnc(SCC2CCCO2)n1-c1ccccc1 (stereo unspecified)	-10%	-2%	3%	-2%	1%	-1%	3%	2%
C=CCNC(=O)c1c(Br)cnn1-c1ccc(C)cc1	i	-11%	-2%	-14%	-1%	-7%	11%	2%
CCC/C=C(\CCC)C(NS(=O)(=O)c1ccc(Cl)cc1)c1ccc(C(=O)OC)cc1 (stereo unspecified)	-10%	-10%	2%	3%	-14%	0%	.	-2%
COc1cc(Cl)c(C)cc1NC(=O)CSCC#N	i	-6%	-4%	18%	1%	-4%	3%	2%
CC(=O)Nc1ccc(-c2ccnc(-c3ccc(NC(C)=O)cc3)n2)cc1	0%	-14%	2%	-5%	?	-8%	7%	0%
O=C(O)C1CCCN1C(=O)Nc1ccc(F)cc1 (stereo unspecified)	i	9%	?	-17%	1%	8%	.	2%
CN(CC(O)COCc1cccs1)C1CCCCC1 (stereo unspecified)	0%	-10%	2%	10%	2%	-4%	9%	-3%
NS(=O)(=O)c1ccc(NC(=S)Nc2ccc(F)c(F)c2)cc1	0%	-1%	8%	-2%	-7%	-1%	2%	-3%
CCOC(=O)c1ccccc1NC(=O)CSc1nc2ncccc2[nH]1	.	-9%	-4%	.	.	-7%	.	3%
CC(=O)O[C@H]1CC2(C)[C@@H](C[C@@H](O)[C@H]3[C@@]4(C)CC[C@@H](O)[C@@H](C)[C@@H]4CC[C@@]32C)C1=C(CCC=C(C)C)C(=O)O (stereo partly specified)	-4%	?	-2%	-6%	6%	?	.	0%
Cc1ccc(-n2nnnc2-c2nc3ccccc3s2)cc1	0%	8%	1%	-15%	-9%	-15%	-15%	-2%
CCCCOC(=O)CSC1=C(C#N)C(c2cccnc2)C(C(=O)OCC)=C(c2ccccc2)N1 (stereo unspecified)	1%	-8%	-8%	1%	-11%	?	-7%	-2%
Cc1nnsc1C(=O)N/N=C/c1ccc2ccccc2c1O	-2%	3.2µM*	1%	.	22µM*	?	2µM*	-1%
CCc1ccc(N2CN=c3s/c(=C\c4ccccc4)c(=O)n3C2)cc1	-7%	-19%	2%	0%	-6%	7%	2%	-4%
O=c1cc(CN2CCN(c3ccc(F)cc3)CC2)nc2sccn12	-4%	2%	6%	4%	-10%	-4%	5%	-1%
O=S(=O)(/C=C/c1ccccc1)NC1CCCCCCC1	i	-2%	-4%	-3%	-3%	-1%	4%	1%
CCCCC(c1nnnn1CC1CCCO1)N1CCN(c2ccccc2)CC1 (stereo unspecified)	-5%	0%	8%	-9%	11%	14%	25%	3%
Oc1ccc(C(=S)N2CCCCC2)cc1Cl	0%	-4%	-6%	0%	7%	3%	2%	-3%
CCC(C)NC(=O)Cn1cc2c(n1)CCC(C)C2 (stereo unspecified)	-7%	-3%	0%	-8%	-4%	7%	.	-3%
N#Cc1nc(-c2cccs2)oc1NCCc1ccccc1	-11%	?	-7%	6%	?	?	.	-3%

Overlap with the part before: 5 compounds, then new ones.
SMILES	RECQ1 helicase	Tau ThT inhib	TRb-SRC2 inh	RGS12 GoLoco inh	KDM4E inh	Tau fibril FP	L3MBTL1 block	TexasRed fluor
O=S(=O)(/C=C/c1ccccc1)NC1CCCCCCC1	i	-2%	-4%	-3%	-3%	-1%	4%	1%
CCCCC(c1nnnn1CC1CCCO1)N1CCN(c2ccccc2)CC1 (stereo unspecified)	-5%	0%	8%	-9%	11%	14%	25%	3%
Oc1ccc(C(=S)N2CCCCC2)cc1Cl	0%	-4%	-6%	0%	7%	3%	2%	-3%
CCC(C)NC(=O)Cn1cc2c(n1)CCC(C)C2 (stereo unspecified)	-7%	-3%	0%	-8%	-4%	7%	.	-3%
N#Cc1nc(-c2cccs2)oc1NCCc1ccccc1	-11%	?	-7%	6%	?	?	.	-3%
Clc1ccc(COn2ccnc2)cc1Cl	i	-8%	-5%	-2%	-1%	-2%	3%	0%
COc1ccccc1-c1ccc(Nc2cccc(C(F)(F)F)c2)nn1	3%	4%	10%	9%	1%	6%	-6%[11.4 µM]	-1%
O=C(COc1ccc([N+](=O)[O-])cc1)Nc1cccc2cccnc12	.	-8%	13%	.	.	-2%	.	2%
CCOC(=O)N1CCN(S(=O)(=O)c2cc(OCC(N)=O)c(C)cc2Cl)CC1	7%	8%	-8%	8%	1%	-8%	15%[11.4 µM]	-2%
CC(=O)Nc1ccc(OCC(O)CN2CCN(S(=O)(=O)c3ccc(NC(C)=O)cc3)CC2)cc1 (stereo unspecified)	-3%	-4%	-6%	12%	2%	-1%	.	0%
CCC1CN(C(=O)NCc2cccc(OC)c2)c2ccccc2O1 (stereo unspecified)	.	7%	-1%	.	.	-9%	.	?
COc1cc(C(=O)N2CCN(c3ccc(Nc4ccccc4)nn3)CC2)cc(OC)c1OC	.	?	-8%	.	.	3%	.	1%
COC(=O)c1ccccc1NC(=O)Cn1cc(S(=O)(=O)Cc2ccccc2F)c2ccccc21	.	11%	-1%	.	.	-1%	.	?
CC1=C(C(=O)OCC(C)C)[C@]23C(=O)c4ccccc4[C@@]2(O1)OC(N)=C3C#N	i	?	4%	11%	2%	4%	-5%	-4%
CCOC(=O)C1=CSC2=NS(=O)(=O)CCN12	-3%	5%	-16%	-2%	0%	-8%	29%	2%

An excerpt from above in order of SMILES length, smallest number first:
SMILES	RECQ1 helicase	Tau ThT inhib	TRb-SRC2 inh	RGS12 GoLoco inh	KDM4E inh	Tau fibril FP	L3MBTL1 block	TexasRed fluor
COc1cc(C(=O)N2CCN(c3ccc(Nc4ccccc4)nn3)CC2)cc(OC)c1OC	.	?	-8%	.	.	3%	.	1%
COC(=O)c1ccccc1NC(=O)Cn1cc(S(=O)(=O)Cc2ccccc2F)c2ccccc21	.	11%	-1%	.	.	-1%	.	?
CC1=C(C(=O)OCC(C)C)[C@]23C(=O)c4ccccc4[C@@]2(O1)OC(N)=C3C#N	i	?	4%	11%	2%	4%	-5%	-4%

(list continues)
SMILES	RECQ1 helicase	Tau ThT inhib	TRb-SRC2 inh	RGS12 GoLoco inh	KDM4E inh	Tau fibril FP	L3MBTL1 block	TexasRed fluor
CCOC(=O)c1cc(-c2ccc(Cl)cc2)nc2c1c(C)nn2CCC#N	i	-19%	-4%	-3%	?	0%	15%	0%
CCc1nnc(NC(=O)c2ccc(S(=O)(=O)N3CCCCC3C)cc2)s1 (stereo unspecified)	-2%	-3%	2%	2%	2%	2%	1%	-3%
CCOc1ccc(NC(=O)CN2C(=O)C3CC=CCC3C2=O)cc1 (stereo unspecified)	-6%	-5%	-5%	4%	1%	-2%	.	-5%
C=CCNCCOc1cccc(Br)c1	-11%	7%	-1%	6%	5%	-11%	11%	0%
NNC(=O)c1cccc(COc2cccc(Br)c2)c1	i	-12%	-11%[53 µM]	-10%	11%	3%	-10%	0%[53 µM]
COc1cccc(OC)c1C(=O)NC(C)C12CC3CC(CC(C3)C1)C2 (stereo unspecified)	i	-16%	-6%	7%	0%	9%	.	0%
COc1ccc(-n2c(C)cc(C(=O)Cn3nc(C(=O)O)c4ccccc4c3=O)c2C)cc1	3%	-18%	12%	22%	1%	5%	-10%	1%
Cc1ccc2nc(NC(=O)c3ccco3)sc2c1	1%	7%	-10%	-4%	-22%	?	.	0%
